Source: PubChem BioAssay (several laboratories)
LYP inhibition: LYP phosphatase inhibitors, primary screen, biochemical, DiFMUP fluorescence, recombinant catalytic domain, 10 µM (AID 606). recombinant LYP catalytic domain, DiFMUP fluorescence; higher % means a stronger effect. inhibition, % at 10 µM, or IC50 in µM where a hit was titrated. 52,000 tested, under 10 active;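 active = IC50 under 40 µM in the dose-response test; inactive = IC50 of 40 µM or more, or never dose-tested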
HT1080 cytotoxicity: cytotoxicity in HT1080 fibrosarcoma cells, cell-based, fluorescence readout (AID 620); one-dose cytotoxicity, % at 10 µM; EC50 in µM for titrated hits; 87,000 compounds, 0.42% hits; HT1080 viability, fluorescence; higher % means a stronger effect;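 note: cells exposed to compound overnight then 4 h with Alamar Blue; 0% = vehicle DMSO and 100% = killing control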
PMK inhibit: S. pneumoniae PMK inhibition. purified PMK, PK/LDH-coupled NADH absorbance 340 nm. inhibition, % at 10 µM. 65,000 compounds, 0.49% hits. AID 539;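 active = top-ranked compounds by inhibition in the single 10 µM screen, taking a fixed number of the strongest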;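 note: 0% = full reaction with DMSO carrier and 100% = background rate without enzyme reaction; no value below 0 was filed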
DPM-DC inhibit: blocks S. pneumoniae diphosphomevalonate decarboxylase; purified DPM-DC, PK/LDH coupled NADH fluorescence; calls only at 10 µM; 65,000 compounds, 0.49% hits; AID 556;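 active = the 320 compounds with the highest percent inhibition in the single-dose primary screen, excluding strongly autofluorescent ones, cut at about 32% in these data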;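 note: kinetic rate of NADH fluorescence loss reporting ADP formed by the decarboxylase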
MK inhibit: inhibitors of Streptococcus pneumoniae mevalonate kinase. purified MK, PK/LDH-coupled NADH absorbance 340 nm. 65,000 compounds, 0.48% hits. AID 555. inhibition, % at 10 µM;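 active = ranked among the strongest by inhibition in the single 10 µM screen, a fixed top-ranked set picked for dose follow-up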; note: no value below 0 was filed
HPDE-C7 viability: HPDE-C7 pancreatic duct cell viability loss – fluorescence, HTS (AID 430); HPDE-C7 pancreatic duct cells viability, fluorescence; higher % means a stronger effect; cytotoxicity, % at 10 µM; hits with a dose series show EC50 in µM; 63,000 compounds, 1.8% hits;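 note: cells exposed to compound for 48 hours before viability readout; 0% = vehicle and 100% = reference cytotoxic drug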
Bfl-1 displacement: Bfl-1 inhibitors, primary screen, biochemical, fluorescence polarization, FITC-Bid, mouse (AID 432). displacement, % at 20 µM; hits with a dose series show IC50 in µM. FITC-Bid BH3 peptide fluorescence polarization displacement; higher % means a stronger effect. 64,000 compounds, 0.02% hits; in the data active = a potency from the dose series; inactive = the rest, 99 in 100 with displacement below about 15%; note: strong numbers were not always called active
TNAP inhibition: human TNAP enzyme inhibitors, biochemical, luminescent (AID 518); purified TNAP enzyme, luminescent substrate readout; higher % means a stronger effect; 64,000 compounds, 0.09% hits; inhibition, % at 20 µM; hits with a dose series show IC50 in µM; in the data active = a potency from the dose series; inactive = the rest, 99 in 100 with inhibition below about 22%;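 note: plate controls were vehicle for no effect and reference inhibitor for full effect; many of its hits are not listed in these tables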
KRASV12 cytotoxicity: cytotoxicity in KRAS-transformed pancreatic duct cells, primary screen, cell-based, fluorescence, HTS (AID 431); HPDE-C7K KRASV12 cells, Alamar Blue viability, 48 h; higher % means a stronger effect; one-dose cytotoxicity, % at 10 µM; EC50 in µM for titrated hits; 63,000 compounds, 1.7% hits;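 active = compounds whose percent cytotoxicity in the single-dose primary screen, scaled between solvent and toxic-drug controls, exceeds 50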;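 note: 0% = DMSO solvent wells and 100% = doxorubicin-treated wells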
PMK inhibit pilot replicates: also measured in PMK inhibit; calls as there; inhibition, %; measured here: pilot screen replicates
MK inhibit pilot replicates: recorded beside MK inhibit, whose call it bears; inhibition, %; measured here: pilot screen replicates
DPM-DC inhibit pilot screen %: recorded beside DPM-DC inhibit, whose call it bears; inhibition, %; measured here: pilot screen trials
Starred values were filed as active, the others as inactive; i = inactive; . = no result given; + = active, no number. Cut-off read from the data, not from the text of the source, unless noted: active = cytotoxicity above about 50%; inactive = the rest.

SMILES | LYP inhibition | HT1080 cytotoxicity | PMK inhibit | DPM-DC inhibit | MK inhibit | HPDE-C7 viability | Bfl-1 displacement | TNAP inhibition | KRASV12 cytotoxicity | others
CC(=O)c1cccc(S(=O)(=O)NCC(c2ccco2)N2CCCCC2)c1 (stereo not drawn) | -4% | -6% | 9 | i | 0 | 1% | -4% | 12% | 1% | PMK inhibit pilot replicates=6.0;MK inhibit pilot replicates=0.0;DPM-DC inhibit pilot screen %=2.5
CCCN(CCC)c1nc(NC2CCN(C(=O)OCC)CC2)nc(OC)n1 | . | 2% | 13 | i | 0 | 30% | -4% | 4% | 16%
CC(Sc1nnc(-c2cc3ccccc3o2)n1-c1ccccc1)C(=O)O (stereo not drawn) | 4% | 10% | 3 | i | 3 | -10% | -1% | 16% | -6% | PMK inhibit pilot replicates=0.0;MK inhibit pilot replicates=0.0;DPM-DC inhibit pilot screen %=0.0
O=C(Nc1nnc(-c2ccccc2)o1)c1ccc(Cl)cc1 | 8% | 5% | 11 | i | 0 | 3.1µM* | -8% | 8% | 3.1µM*
CCCCn1c(SCC(=O)Nc2nc(C)cs2)nnc1-c1cccnc1 | 9% | 19% | 9 | i | 1 | -4% | -6% | 5% | 3%
COCCNC(=O)c1cc(-c2ccc3c(c2)OCO3)on1 | 7% | 25% | 22 | i | 0 | 7% | -4% | 5% | -7%
O=C1CC(NCc2ccco2)C(=O)N1CCc1ccccc1 (stereo not drawn) | 23% | -2% | 8 | i | 1 | -6% | 6% | 3% | 3%
CCN1CCN(CC(O)COc2ccc(C)c(C)c2)CC1 (stereo not drawn) | 3% | -2% | 17 | i | 1 | -6% | -3% | 6% | -3%
Cc1ccc(-c2c3c(=O)n(C)c(=O)n(C)c3cn2-n2cnnc2)cc1 | 8% | 12% | 11 | i | 2 | 22% | 3% | 12% | 17%
CCOC(=O)N1CCN(C(=O)c2ccc(N3C(=O)CCC3=O)cc2)CC1 | 10% | -12% | 5 | i | 1 | -25% | -1% | 21% | -7% | PMK inhibit pilot replicates=2.0;MK inhibit pilot replicates=0.0;DPM-DC inhibit pilot screen %=0.5
c1c2c(cc3sc(N4CCCCC4)nc13)OCCO2 | 16% | -12% | 7 | i | 9 | -6% | -1% | 4% | -6% | PMK inhibit pilot replicates=8.0;MK inhibit pilot replicates=1.5;DPM-DC inhibit pilot screen %=0.0
Cc1ccc(C(=O)Nc2nc(COc3ccccc3)cs2)s1 | 5% | 9% | 7 | i | 4 | -3% | -1% | -4% | -15%
COc1ccc(-c2oc3ncn4nc(COc5ccccc5)nc4c3c2-c2ccc(OC)cc2)cc1 | -3% | -12% | 6 | . | 6 | 55%* | -1% | 14% | 58%*
COC(=O)c1ccc(NC(=O)CSc2nnc(COc3ccc4c(c3)CCCC4)o2)cc1 | . | -1% | 2 | i | 1 | 6% | 2% | 16% | -4%
COc1ccc(-n2nc(C(=O)NCC(=O)NCc3ccco3)c3ccccc3c2=O)cc1Cl | -8% | -2% | 2 | i | 5 | -7% | 1% | 6% | -6%
Cc1ccc(NC2SC(=O)N(Cc3cccc(C(=O)O)c3)C2=O)cc1 (stereo not drawn) | . | 1% | 8 | i | 11 | 11% | -3% | 6% | 13%
CC1CN(Cc2nc3c(c(=O)n(C)c(=O)n3C)n2Cc2cccc(Cl)c2)CC(C)O1 (stereo not drawn) | -6% | 1% | 11 | i | 5 | -30% | 10% | 9% | -20%
CCOc1cc(C(=O)Nc2ncccn2)cc(OCC)c1OCC | 6% | 8% | 6 | i | 0 | 10% | -1% | 14% | 20% | PMK inhibit pilot replicates=7.5;MK inhibit pilot replicates=6.5;DPM-DC inhibit pilot screen %=1.5
CC1CC(C)CN(C(=O)CCCn2c(=S)[nH]c3ccccc3c2=O)C1 (stereo not drawn) | . | -1% | 11 | i | 11 | 20% | -3% | 7% | -3%
O=c1oc2c3c4c(cc2cc1-c1nc2ccccc2[nH]1)CCCN4CCC3 | 7% | 1% | 71* | . | 21 | 0% | 103% | -8% | 11% | PMK inhibit pilot replicates=+;MK inhibit pilot replicates=0.0
CCN(CC)C(=O)COc1ccc2oc(C)c(C(=O)OC(C)C)c2c1 | . | -5% | 0 | i | 2 | 2% | -2% | 14% | 11% | PMK inhibit pilot replicates=0.0;MK inhibit pilot replicates=0.5;DPM-DC inhibit pilot screen %=0.0
CCC(C(=O)Nc1ccccc1C(=O)N1CCCC1)N1C(=O)c2ccccc2C1=O (stereo not drawn) | 4% | -1% | 5 | i | 12 | 3% | -6% | 17% | 10% | PMK inhibit pilot replicates=2.0;MK inhibit pilot replicates=0.0;DPM-DC inhibit pilot screen %=0.5
CN(C)C=NC(=O)/C(C#N)=C1\CCc2ccccc2N1 | 14% | 6% | 17 | i | 13 | -2% | 4% | 7% | -8%
COCCSc1ccccc1C(=O)NCC1CCCO1 (stereo not drawn) | 9% | 1% | 2 | i | 5 | -12% | 0% | 6% | -7%
O=C(CCCN1C(=O)c2ccccc2C1=O)Nc1c2c(nc3c1CCC3)CCC2 | 3% | -5% | 0 | i | 7 | -6% | -2% | 6% | -6%
OC1CCN(C(c2ccc3ncccc3c2)c2nnnn2C2CCCCC2)CC1 (stereo not drawn) | 14% | -4% | 18 | i | 27 | 4% | 7% | 12% | -7%
CCSc1nnc(NC(=O)C2CCCN(S(=O)(=O)c3cnc[nH]3)C2)s1 (stereo not drawn) | -7% | 2% | 3 | i | 4 | -3% | 3% | 9% | -12% | PMK inhibit pilot replicates=2.0;MK inhibit pilot replicates=0.0;DPM-DC inhibit pilot screen %=0.0
COc1c(C)cccc1C(=O)Nc1cc(-c2nn3c(C)nnc3s2)ccc1C | 3% | -2% | 16 | i | 5 | 10% | -3% | 6% | 12%
CCOc1ccc(NC(=O)N(C2CCCCC2)C(C)c2ccncc2)cc1 (stereo not drawn) | -12% | -1% | 14 | i | 6 | 3% | -8% | 1% | 4%
COc1ccc(N2CCN(CC(=O)Nc3ccc(-n4cnnn4)cc3)CC2)cc1 | -1% | 2% | 9 | i | 8 | -8% | -6% | 15% | -9%
Cc1ccc(OCC(=O)N2CCN(C(=O)CCC3CCCC3)CC2)cc1 | -4% | 1% | 9 | i | 6 | -18% | -6% | 6% | -7% | PMK inhibit pilot replicates=0.0;MK inhibit pilot replicates=0.0;DPM-DC inhibit pilot screen %=1.0
O=C(O)Cn1cnc2scc(-c3cccs3)c2c1=O | 5% | -7% | 2 | i | 0 | 3% | 10% | 7% | 6%
Cn1c(=O)[nH]c(=O)c2c1nc(Sc1ccccc1)n2CCc1ccccc1 | 6% | . | 2 | i | 4 | 2% | -6% | 5% | 0%
CCCCc1nc(N2CCOCC2)c(C#N)c2c1COC(C)(C)C2 | -1% | -13% | 9 | . | 3 | 6% | 0% | 12% | 10%
O=C1CCC(=O)N1OCCCOc1ccc2c(c1)CCC2 | 1% | -1% | 6 | i | 7 | 12% | 1% | 2% | -9%
CCOC(=O)c1nnn(-c2ccccc2C#N)c1C | -5% | 19% | 0 | i | 4 | -6% | -3% | 8% | 0%
C1=C(c2ccccc2)CCN(c2nc3ccccc3n3cnnc23)C1 | 16% | -12% | 5 | i | 2 | 1% | -2% | 14% | 9%
Cc1ccccc1Cn1cc(S(=O)(=O)CC(=O)Nc2nccs2)c2ccccc21 | . | -1% | 0 | i | 6 | 1% | 12% | 12% | 8%
Cc1nn(-c2cccc(C(F)(F)F)c2)c(Cl)c1/C=N/n1cnnc1 | . | -10% | 0 | i | 9 | -3% | 5% | 6% | 4%
O=C1CN(C(=O)COC(=O)CCC(=O)c2ccc3c(c2)OCCO3)c2ccccc2N1 | 2% | 4% | 16 | i | 0 | -16% | 4% | -3% | -16%
CCOc1ccccc1/C=c1\sc2ncnn2c1=O | 2% | 0% | 3 | i | 0 | -7% | 8% | 12% | -9%
COc1ccccc1N1CCN(C(=O)N2CCOCC2)CC1 | -2% | 2% | 8 | i | 5 | -7% | 0% | 12% | 2% | PMK inhibit pilot replicates=1.0;MK inhibit pilot replicates=2.0;DPM-DC inhibit pilot screen %=2.0
Cc1cc(C(F)F)n2nc(C(=O)Nc3ccccc3Br)nc2n1 | 6% | -2% | 10 | i | 7 | -13% | -7% | 10% | 3%
O=C(C1CCC1)N1CCc2cc(S(=O)(=O)NCCN3CCN(c4ccccc4F)CC3)ccc21 | 1% | 23% | 10 | i | 7 | 6% | 2% | 6% | 4%
CCN1CCN(C(=O)C2CCN(Cc3nc(-c4cccc(Cl)c4)oc3C)CC2)CC1 | -27% | -5% | 13 | i | 0 | 9% | 6% | 7% | 2%
CCOC(=O)N1CCN(C(=O)c2cn(CC)c3cc(N4CCN(C)CC4)c(F)cc3c2=O)CC1 | 6% | 15% | 18 | + | 5 | -23% | 16% | 7% | -9% | PMK inhibit pilot replicates=0.0;MK inhibit pilot replicates=0.0;DPM-DC inhibit pilot screen %=18*
CCn1c(SCC(=O)Nc2ccc(S(N)(=O)=O)cc2)nnc1-c1cccc(OC)c1 | -2% | -3% | 0 | i | 5 | -6% | -11% | 6% | 6%
Cc1nc2ncnn2c(N2CCN(C(=O)c3cccc(F)c3)CC2)c1Cc1ccccc1 | 22% | -5% | 12 | i | 0 | -3% | -6% | 4% | -5%
COC(=O)c1ccc(N2C(=O)CC(Sc3n[nH]c(C)n3)C2=O)cc1 (stereo not drawn) | -5% | 6% | 12 | i | 11 | -7% | -4% | 12% | -10%
CCOc1ccccc1C1C(C#N)=C(N)Oc2cc(C)n(Cc3ccccn3)c(=O)c21 (stereo not drawn) | 8% | 7% | 10 | i | 17 | -4% | -3% | 5% | -9%
CCc1c(C)nc2ncnn2c1N1CCCC(C(=O)NCc2ccco2)C1 (stereo not drawn) | -3% | 6% | 13 | i | 0 | -8% | -11% | -5% | -2%
CCCCCn1c(=O)[nH]c2cc(C(=O)O)ccc2c1=O | 8% | 14% | 5 | i | 12 | -18% | -13% | 5% | -3%
CCCOc1ccccc1Cn1c(=O)oc2ccc(C)cc21 | -3% | 2% | 17 | i | 3 | -13% | -7% | 5% | 1%
Cn1c(NC(=O)c2cc(-c3ccc4c(c3)OCO4)nc3ccccc23)cc(=O)n(C)c1=O | 8% | -8% | 15 | i | 5 | 0% | 3% | 10% | 3%

Outcome played no part in choosing rows; 3.3% or so of the library scored in one or more.
